IL1B NFkB inh: inhibitors of IL-1B driven NFkB p65 nuclear import, primary screen, imaging, HUVEC, IL-1B stimulus, high-content imaging | AID 796, 2007 | actives 0.43% (n = 94,000) | inhibition, % at 2 µM | HUVEC IL-1B NFkB p65 nuclear translocation imaging;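 active = inhibition above about 30% together with a positive call from visual inspection of the well image, limit read from the data; inconclusive = inhibition above a set limit but visual check negative; inactive = inhibition not above a set limit, visual check negative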;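 also: nuclear over cytoplasmic p65 intensity ratio measured by imaging; 0% = IL-1B stimulated DMSO wells and 100% = unstimulated DMSO wells; values of inactives mirror those of a sister screen read the other way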
Bcl-B TR3 displacers: displacers of TR3 peptide from Bcl-B, primary screen, selectivity assay for Bfl-1 inhibitor project, biochemical, fluorescence polarization | displacement, % at 20 µM; hits with a dose series show IC50 in µM | AID 748, 2007 | FP displacement of FITC-TR3 peptide from Bcl-B; higher % means a stronger effect | Bcl-2-like protein 10 (Homo sapiens) | actives 0.11% (n = 96,000);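 active = displacement above 50% at 20 µM plus a fluorescence interference ratio under 1.5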;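 also: plate controls were wells without compound for no effect and wells lacking Bcl-B protein for full effect; a part of the inactive calls stands beside numbers as strong as those of hits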
MRP resist rev: reversal of MRP1-mediated doxorubicin resistance, primary screen, H69AR cells, doxorubicin co-treatment | actives 0.04% (n = 85,000) | H69AR cells + 2 uM doxorubicin, CellTiter-Glo, 72 h | differential viability (reversal), % at 10 µM;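 active = viability drop by adding the cancer drug above about 55%, with treated viability meeting a 40% cutoff, limit read from the data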;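 also: viability without doxorubicin minus viability with 2 µM doxorubicin for each compound; larger differential means the compound sensitizes cells more to doxorubicin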
NFkB transloc pot: enhancers of NFkB p65 translocation in HUVEC – imaging, IL-1B stimulus, high-content imaging, primary screen. HUVEC IL-1B NFkB p65 nuclear translocation imaging. activation, % at 2 µM. actives 0.3% (n = 94,000);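 active = activation above 40%, about the mean plus 3 SD, also judged a hit on visual image review; inconclusive = activation above 40% but not a hit on visual review; inactive = activation not above 40% and no visual hit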;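 also: percent activation is computed from the nuclear over cytoplasmic p65 intensity ratio; values of inactives mirror those of a sister screen read the other way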
PLAP inhibition: PLAP enzyme inhibitors, biochemical, luminescence, HTS (AID 690); Alkaline phosphatase, placental type (Homo sapiens); purified PLAP, luminescent substrate; higher % means a stronger effect; one-dose inhibition, % at 20 µM; IC50 in µM for titrated hits; actives 0.08% (n = 96,000); in the data active = a potency from the dose series; inactive = the rest, 99 in 100 with inhibition below about 30%; also: strong numbers were not always called active
MRP resist rev cytotoxicity: further read-out of MRP resist rev, marked with its call; viability, %; H69AR cells, CellTiter-Glo, 72 h; measured here: cytotoxicity without doxorubicin
MRP resist rev with doxorubicin: also measured in MRP resist rev; calls as there; viability, %; measured here: viability with 2 uM doxorubicin; stronger effect = lower value
IL1B NFkB inh cell count 2 µM: further read-out of IL1B NFkB inh, marked with its call; cell count; measured here: cells passing quality filter;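 raw number of nuclei counted in each imaged well without normalization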
NFkB transloc pot cell count 2 µM: second read-out of NFkB transloc pot, no call of its own (marks repeat the call); cell count; measured here: cells passing quality filter
The depositor's hits bear a star; ? = inconclusive; . = no result given.

SMILES	IL1B NFkB inh	IL1B NFkB inh cell count 2 µM	Bcl-B TR3 displacers	MRP resist rev	MRP resist rev cytotoxicity	MRP resist rev with doxorubicin	NFkB transloc pot	NFkB transloc pot cell count 2 µM	PLAP inhibition
COc1ccccc1C(=O)NCCC(=O)N1CC(=O)Nc2ccccc21	-22	94	-5%	9	104	95	22	94	0%
CC(C)(C)c1ccc(S(=O)(=O)N2CCCC2C(=O)NC2=NCCS2)cc1 (configuration not stated)	-2	145	7%	6	91	85	2	145	-34%
Cn1c(=O)c2c(ncn2CC(N)=O)n(C)c1=O	-5	67	-2%	.	.	.	5	67	-30%
Cc1cccc(N2C(=O)CC(Sc3nc(-c4ccccc4)c4cc(Cl)ccc4n3)C2=O)c1 (configuration not stated)	-3	95	11%	.	.	.	3	95	15%
COc1ccc(NC2=Nc3cccc4cccc2c34)cc1OC	2	138	-40%	.	.	.	-3	138	12%
COc1ccc(C(CNC(=O)Cn2[nH]c(=O)c3ccccc3c2=O)N2CCCC2)cc1 (configuration not stated)	2	188	3%	20	96	76	-2	188	-64%
CC(c1ccco1)N(C(=O)c1ccc(C#N)cc1)c1ccccn1 (configuration not stated)	-3	216	-1%	.	.	.	3	216	23%
Cn1nnc(NC(=O)c2ccccc2F)n1	9	174	2%	5	94	90	-9	174	10%
CC(=O)N1N=C(c2ccncc2)OC12CCCCC2	-6	181	-4%	-2	99	101	6	181	-6%
CCOc1ccccc1-c1nnc(SCC(=O)NC2CC3CCC2C3)n1CC (configuration not stated)	-43	110	0%	6	86	80	?	.	-14%
CC(=O)N1CCc2cc(S(=O)(=O)NC(C(=O)NC3CCCc4ccccc43)C(C)C)ccc21 (configuration not stated)	.	.	-10%	.	.	.	.	.	6%
CN(C)CCCNC(=O)c1ccc(CN(c2ccccc2)S(C)(=O)=O)cc1	.	.	2%	3	93	90	.	.	-4%
Cc1cnc(NC(=O)CSc2nc3ccccc3s2)s1	-3	87	-5%	19	97	78	3	87	-19%
O=C(Cn1cnc2ccccc21)OCC(=O)N1CCc2ccccc2C1	.	.	-1%	6	97	91	.	.	2%
O=C(CC1CCCCC1)N1CCN(c2ccccn2)CC1	12	90	-9%	8	99	91	-12	90	-30%
COC(=O)/C=C1\C(=O)N(c2nc3ccccc3s2)C(=S)N1c1ccc(F)cc1	1	161	-79%	-10	46	57	-1	161	6%
CC(=O)Nc1nc(-c2ccccc2)nc(-c2ccccc2OC(C)=O)n1	.	.	-7%	-31	24	55	.	.	-46%
CN(C)c1ccc(C2N(c3ccc(F)cc3)C(=O)C3CCCN32)cc1 (configuration not stated)	11	126	-12%	11	93	82	-11	126	-66%
Cc1ccc(C(C(=O)NC2CCCCC2)N2CCN(C(=O)c3ccco3)CC2)cc1 (configuration not stated)	2	152	-3%	10	89	79	-2	152	-44%
CCc1nccn1S(=O)(=O)c1cc(C)c(OC)cc1C	-10	183	-2%	5	107	103	10	183	7%
Cc1ccc2cc3cc(C(=O)N4CCCCCC4)oc3nc2c1	1	182	-1%	.	.	.	-1	182	-7%
COc1cc(COc2ccc3c(C)c(Cc4ccccc4)c(=O)oc3c2C)cc(OC)c1OC	15	166	-9%	.	.	.	-15	166	-36%
CC(=O)c1c(N=CN(C)C)nc(C)nc1-c1ccccc1	2	65	0%	7	94	87	-2	65	4%
Cc1sc2nc3n(c(=O)c2c1C)NC(=O)CC3	-6	116	.	-9	79	88	6	116	.
Cc1nc2cc(NC(=O)N3CCCCC3)ccc2n1C	-4	135	.	1	87	86	4	135	.
CCCCNc1cc(NC(C)=O)cc2cc(OC)c(OC)cc12	2	152	-8%	9	89	80	-2	152	-10%
COc1cccc(-n2nnnc2SCC(=O)NCc2ccco2)c1	-35	154	0%	6	87	82	35	154	-7%
Cc1ccc(-c2csc(C(C#N)=C3CCCC3)n2)cc1	20	142	-4%	-9	79	88	-20	142	-14%
c1ccc(-c2csc3ncn4cnnc4c23)cc1	-2	170	9%	13	80	67	2	170	-17%
CCOC(=O)C1C(=O)NC(c2ccccc2)=NC1c1ccc(C(C)C)cc1 (configuration not stated)	-1	213	11%	.	.	.	1	213	13%
CCOC(=O)N1CCC(NC(=O)c2cccnc2SC)CC1	.	.	2%	.	.	.	.	.	-22%
COC(=O)c1ccc(NC(=O)CCN2CCN(Cc3ccccc3)CC2)cc1	9	87	.	7	89	82	-9	87	.
c1ccc(-c2noc(-c3cccnc3)n2)nc1	6	99	-2%	-12	88	100	-6	99	13%
CC(C)(C)OC(=O)N1CCC[C@H]1C(=O)NCC1CCC(C(=O)O)CC1 (some centres not stated)	.	.	-3%	1	105	104	.	.	6%
COCCN(C(=O)C(C)C)c1nnc(-c2ccc(C)cc2)s1	-7	187	-10%	-3	87	90	7	187	-33%
O=S(=O)(c1cccs1)n1nnc2ccccc21	-36	149	-14%	0	99	99	36	149	13%
CCc1sc(N(C(=O)Cc2ccccc2)c2ccccc2)nc1-c1ccccc1	4	209	1%	.	.	.	-4	209	9%
Cc1nn(CCc2n[nH]c(=S)n2C2CCCCC2)c(C)c1Br	-3	201	1%	.	.	.	3	201	-8%
O=S(=O)(CCSc1nc2ccccc2s1)c1nc2ccccc2s1	-2	55	-15%	1	2	1	2	55	6%
CCC(=O)Oc1oc(-c2ccccc2)nc1C=Nc1ccccc1OC	-2	152	-8%	-20	57	76	2	152	16%
COc1ccc(OC)c2c(N)c(C#N)c(C(F)(F)C(F)(F)F)nc12	-2	149	-9%	-4	92	96	2	149	10%
COC(=O)c1sccc1-n1cccc1C(=O)N1CCOCC1	6	166	-2%	.	.	.	-6	166	9%
c1ccc(OCCn2cnc3ccccc32)cc1	7	144	-3%	13	98	84	-7	144	0%
Cc1cc(C)c2c(N)c(S(=O)c3ccc(C(C)(C)C)cc3)sc2n1 (configuration not stated)	13	129	0%	.	.	.	-13	129	-46%
COc1cccc(C2C(C(=O)c3cccs3)=C(O)C(=O)N2CCN(C)C)c1OC (configuration not stated)	-15	108	0%	8	94	86	15	108	-54%
Fc1ccc(CN2CCSCC2)cc1Br	.	.	-1%	-20	86	106	.	.	-21%
COc1ccc(C2=NOC(C(=O)Nc3ccc(C(C)=O)cc3)C2)cc1OC (configuration not stated)	-10	143	2%	24	99	75	10	143	-17%
Cc1ccc(C2C(C(=O)O)c3ccccc3C(=O)N2C)o1 (configuration not stated)	2	148	1%	9	92	83	-2	148	-17%
Clc1ccc2c(c1)CNc1c(ncnc1N1CCOCC1)O2	2	169	0%	-18	93	111	-2	169	-50%
COCc1[nH]nc2c1C(c1ccccc1Cl)C(C#N)=C(N)O2 (configuration not stated)	12	17	-10%	5	80	75	-12	17	-27%
Further records follow:
SMILES	IL1B NFkB inh	IL1B NFkB inh cell count 2 µM	Bcl-B TR3 displacers	MRP resist rev	MRP resist rev cytotoxicity	MRP resist rev with doxorubicin	NFkB transloc pot	NFkB transloc pot cell count 2 µM	PLAP inhibition
N#Cc1nc(-c2ccc(OCc3ccccc3)cc2)oc1NCc1ccco1	-21	87	0%	-10	77	87	21	87	15%
CCOC(=O)/C(C#N)=C/c1ccc(OCC(=O)Nc2cc(C)ccc2C)c(OC)c1	-4	143	-10%	.	.	.	4	143	-16%
CCOc1ccc(S(=O)(=O)N(C)c2ccc(OCC(=O)OCc3c(C)noc3C)cc2)cc1	.	.	-7%	5	103	98	.	.	-59%
CCCCOC(=O)CSC1=C(C#N)C(c2ccc3c(c2)OCO3)CC(=O)N1 (configuration not stated)	-44	141	-6%	-7	88	95	?	.	1%
CCCCOC(=O)c1cc(-c2ccc(/C=N/n3cnnc3)o2)ccc1Cl	-2	130	.	-4	90	94	2	130	.
Cc1cccn2c(=O)c(/C=C3\SC(=S)N(CC(C)C)C3=O)c(NCCCOC(C)C)nc12	-15	155	-263%	5	85	80	15	155	0%
O=P(O)(CP(=O)(c1ccccc1)c1ccccc1)c1ccccc1	-9	77	4%	-1	92	93	9	77	1%
COC(=O)c1cc(S(=O)(=O)n2nc(C)cc2C)c(Cl)cc1Cl	.	.	0%	14	78	64	.	.	-54%
C=CCNC(=O)NC(=O)COC(=O)/C(C#N)=C/c1cc(C)n(CC(C)C)c1C	-26	45	-8%	4	99	95	26	45	-43%
Oc1[nH]c2ccccc2c1N=Nc1ccc(C(F)(F)F)cn1	-8	190	-16%	.	.	.	8	190	3%
O=S(=O)(c1ccc2ccccc2c1)N1C=CC(C(F)(F)F)=NCC1	-8	162	3%	-3	101	104	8	162	-35%
CCCn1c(Sc2nc3c(c(=O)[nH]c(=O)n3C)n2CCC)nc2c1c(=O)[nH]c(=O)n2C	-6	173	0%	.	.	.	6	173	8%
CCCCN1C(=O)C(NC(=O)CC(C)C)(C(F)(F)F)C2=C1CC(C)(C)CC2=O (configuration not stated)	-8	174	-1%	.	.	.	8	174	-6%
CC(/C=N/n1cnnc1)=C\c1ccccc1	-3	136	-4%	14	96	82	3	136	-15%
Cn1cc(Cl)c(C(=O)OCC(=O)Nc2nc(-c3ccc(Br)cc3)cs2)n1	-20	172	.	-6	84	90	20	172	.
COc1ccc(OCC(=O)O/N=C(\N)Cc2ccc(Cl)cc2Cl)cc1	3	159	2%	2	96	94	-3	159	17%
COc1ccc(NC(=O)N2CCCC2C(=O)Nc2ccc(C)c(Cl)c2)cc1 (configuration not stated)	8	116	-3%	1	82	80	-8	116	2%
Cc1ccc2c(c1)NC(=O)C(CC(=O)N(C)Cc1ccccc1)O2 (configuration not stated)	-6	150	-19%	7	92	85	6	150	-11%
Cc1ccc(S(=O)(=O)N2CCN(C(=O)c3ccc(OCc4c(C)noc4C)cc3)CC2)cc1	10	187	-13%	5	85	79	-10	187	-16%
CCCOc1ccc(N2C(=O)CC(NCc3cccs3)C2=O)cc1 (configuration not stated)	-7	99	.	5	93	88	7	99	.
CC(=O)c1cccc(NC(=O)N2CCCc3ccccc32)c1	3	165	-7%	24	96	72	-3	165	8%
COC(=O)c1ccccc1Oc1c(F)c(F)nc(N2CCOCC2)c1F	-16	60	-7%	-20	67	87	16	60	-26%
CCC(=O)N1CCN(c2ccccc2NC(=O)c2cccc(C)c2)CC1	8	160	-7%	5	85	80	-8	160	-46%
CCOC(=O)c1ccc(NC(=O)N2CCN(c3ccccn3)CC2)cc1	13	76	-4%	7	85	78	-13	76	10%
S=C(Nc1ccc(Br)cc1)N1CCN(C2CCCCC2)CC1	-13	104	0%	.	.	.	13	104	-32%
O/N=C1\CCCc2oc3c(c21)CCCC3	-1	98	2%	9	98	89	1	98	-2%
C/C(=N\NC(=O)CSCc1cccc(Br)c1)c1ccc([N+](=O)[O-])cc1	8	130	1%	.	.	.	-8	130	3%
CCN(CC)C(=O)CSc1nc(C)cc(-c2cccs2)c1C#N	-8	123	11%	.	.	.	7	123	14%
CN(C)c1ccc(/C=C/c2nc3ccccc3s2)cc1	-18	191	-193%	.	.	.	18	191	-4%
O=C(NCC(c1cccnc1)N1CCN(c2ccc(F)cc2)CC1)c1cccc(Cl)c1 (configuration not stated)	.	.	2%	-11	83	94	.	.	-34%

In the list so far, 4 contain a CF3 group.
SMILES	IL1B NFkB inh	IL1B NFkB inh cell count 2 µM	Bcl-B TR3 displacers	MRP resist rev	MRP resist rev cytotoxicity	MRP resist rev with doxorubicin	NFkB transloc pot	NFkB transloc pot cell count 2 µM	PLAP inhibition
COc1ccc(OC)c2c(N)c(C#N)c(C(F)(F)C(F)(F)F)nc12	-2	149	-9%	-4	92	96	2	149	10%
Oc1[nH]c2ccccc2c1N=Nc1ccc(C(F)(F)F)cn1	-8	190	-16%	.	.	.	8	190	3%
O=S(=O)(c1ccc2ccccc2c1)N1C=CC(C(F)(F)F)=NCC1	-8	162	3%	-3	101	104	8	162	-35%
CCCCN1C(=O)C(NC(=O)CC(C)C)(C(F)(F)F)C2=C1CC(C)(C)CC2=O (configuration not stated)	-8	174	-1%	.	.	.	8	174	-6%

A portion of the library (hit frequency here may not be typical).
